Screening data as filed in PubChem BioAssay.
M5 PAM: human M5 muscarinic receptor positive allosteric modulators, primary screen, CHO-K1 cells, Fluo-8 calcium fluorescence; Muscarinic acetylcholine receptor M5 (Homo sapiens), P08912; CHO-K1 hM5, ACh EC20 PAM; 0% = ACh EC20, 100% = ACh EC100; activation, % at 3 µM; 360,000 compounds, 0.3% hits;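 active = activation above the run cutoff, the mean activation of all test compounds plus 3 SD, cut at about 18% in these data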
Target sequence (P08912 whole entry, looked up): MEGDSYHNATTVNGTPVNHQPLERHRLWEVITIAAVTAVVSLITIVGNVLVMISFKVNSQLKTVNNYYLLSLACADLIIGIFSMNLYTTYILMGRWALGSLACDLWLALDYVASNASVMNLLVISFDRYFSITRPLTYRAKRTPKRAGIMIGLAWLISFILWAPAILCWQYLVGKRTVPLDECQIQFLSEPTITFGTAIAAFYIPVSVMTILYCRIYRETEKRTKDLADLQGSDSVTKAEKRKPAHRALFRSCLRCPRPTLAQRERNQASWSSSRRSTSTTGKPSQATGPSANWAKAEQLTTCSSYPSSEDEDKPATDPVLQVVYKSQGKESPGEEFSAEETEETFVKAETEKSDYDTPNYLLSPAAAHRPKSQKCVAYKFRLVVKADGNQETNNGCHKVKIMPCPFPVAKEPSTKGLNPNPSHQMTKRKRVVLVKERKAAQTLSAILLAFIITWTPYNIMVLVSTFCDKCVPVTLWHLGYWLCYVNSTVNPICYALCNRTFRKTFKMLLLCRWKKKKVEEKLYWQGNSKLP
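Assay system: CHO-K1 hM5 cells. Also added: acetylcholine at EC20 concentration, added after compound. Dosing: 3 µM, single dose. Times: compound preincubation 140 s before EC20 acetylcholine addition. Signal: Fluo-8 calcium fluorescence. Measure: % activation relative to EC20 and EC100 ACh responses. Repeats: singlicate, one well per test compound.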
M4 PAM: human M4 muscarinic receptor positive allosteric modulators, primary screen, CHO-K1 cells, Fluo-8 calcium fluorescence. Muscarinic acetylcholine receptor M4 (Homo sapiens), P08173. CHO-K1 hM4/Gqi5, ACh EC20; 0% = ACh EC20, 100% = maximal ACh. activation, % at 3 µM. 360,000 compounds, 0.4% hits;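 active = activation above its plate's cutoff, the mean activation of sample wells plus 3 SD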; also: some results filed as inactive read as strong as hits
CHRM1 antagonist: human M1 muscarinic receptor antagonists, primary screen, CHO-K1 cells, Fluo-8 calcium fluorescence, 1536-well | AID 588852, 2011 | Muscarinic acetylcholine receptor M1 (Homo sapiens), P11229 | CHO-K1 hM1, ACh EC80 antagonist | 360,000 compounds, 1.3% hits | inhibition, % at 3 µM;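 active = percent inhibition above its own plate's cutoff, namely the mean of that plate's compound wells plus 3 SD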;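 also: peak over basal fluorescence ratio during 140 s after agonist addition; 0% = ACh EC80 plus DMSO and 100% = DMSO alone without agonist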
Target sequence (P11229 whole entry, looked up): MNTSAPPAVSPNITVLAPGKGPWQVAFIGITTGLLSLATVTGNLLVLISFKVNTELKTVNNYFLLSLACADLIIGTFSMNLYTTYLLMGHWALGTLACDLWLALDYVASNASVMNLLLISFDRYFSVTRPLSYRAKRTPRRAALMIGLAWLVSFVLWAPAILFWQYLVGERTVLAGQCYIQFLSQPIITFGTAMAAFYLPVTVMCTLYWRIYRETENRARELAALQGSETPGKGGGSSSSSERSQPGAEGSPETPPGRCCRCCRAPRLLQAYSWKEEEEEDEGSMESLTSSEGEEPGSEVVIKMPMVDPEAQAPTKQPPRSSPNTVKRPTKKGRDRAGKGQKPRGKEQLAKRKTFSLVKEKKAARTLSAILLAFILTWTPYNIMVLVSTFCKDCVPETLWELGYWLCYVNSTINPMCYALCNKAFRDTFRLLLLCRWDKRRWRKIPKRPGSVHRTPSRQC
M4 ag: human M4 muscarinic receptor agonists, primary screen, CHO-K1 cells, Fluo-8 calcium fluorescence. CHO-K1 hM4/Gqi5; vehicle 0%, full acetylcholine response 100%. activation, % at 3 µM. 360,000 compounds, 0.14% hits;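 active = activation above the run mean over all test wells plus 3 SD, cut at about 32% in these data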;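 also: peak over basal fluorescence ratio per well then scaled between controls; 0% = DMSO wells and 100% = acetylcholine at EC100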
CRFR2-BP ag: agonists of CRF-BP/CRF-R2 complex, primary screen, cell-based, HEK293, calcium dye fluorescence, uHTS; calcium dye fluorescence (FLIPR); percent of saturating CRF peptide response; 350,000 compounds, 0.46% hits; activation, % at 13.2 µM; AID 588473, 2011; CRF-binding protein / CRF receptor 2 complex (human);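 active = activation of at least 50%, plus an integration ratio under a set limit after plate pattern correction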;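 also: plate controls were neutral control wells without compound for no effect and CRF at EC100 for full effect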
CHRM5 agonist: human M5 muscarinic receptor agonists, primary screen, CHO-K1 cells, Fluo-8 calcium fluorescence; AID 624037, 2012; activation, % at 3 µM; CHO-K1 hM5 cells; 0% DMSO wells, 100% maximal acetylcholine response; Muscarinic acetylcholine receptor M5 (Homo sapiens), P08912; 360,000 compounds, 0.19% hits;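 active = activation above the run's mean over test compounds plus 3 SD, cut at about 23% in these data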;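 also: signal is peak over basal fluorescence ratio across the kinetic read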
CHRM1 PAM: human M1 muscarinic receptor positive allosteric modulators, primary screen, CHO-K1 cells, Fluo-8 calcium fluorescence, 1536-well; CHO-K1 hM1, ACh EC20; 0% = ACh EC20, 100% = maximal ACh; activation, % at 3 µM; 360,000 compounds, 0.088% hits; AID 588819, 2011; in the data active = activation above about 19%, passing the limit was not always enough
CHRM5 antagonist: human M5 muscarinic receptor antagonists, primary screen, CHO cells, Fluo-8 calcium fluorescence | CHO-hM5 cells, ACh EC80 | inhibition, % at 3 µM | 360,000 compounds, 0.59% hits | AID 624040, 2012;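 active = inhibition above a per-plate cutoff, the mean of that plate's test compounds plus 3 SD, cut at about 27% in these data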;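 also: 0% = acetylcholine EC80 with DMSO and 100% = DMSO without agonist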
CHRM4 antagonist: human M4 muscarinic receptor antagonists, primary screen, CHO cells, Fluo-8 calcium fluorescence | Muscarinic acetylcholine receptor M4 (Homo sapiens), P08173 | CHO-hM4 cells, ACh EC80 | inhibition, % at 3 µM | 360,000 compounds, 0.73% hits;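 active = inhibition above its plate's cutoff, the mean inhibition of sample wells plus 3 SD, cut at about 27% in these data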;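 also: 0% = acetylcholine EC80 with DMSO and 100% = DMSO without agonist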
Numbers without * were called inactive; / = no result given. Hits appear at their usual frequency; any-hit rate near 2.8%.

no.	compound	CHRM1 PAM	M4 PAM	CHRM5 agonist	CHRM1 antagonist	M4 ag
1	COc1ccc(OCC(O)Cn2c(Nc3cccc(C)c3)nc3c2c(=O)n(C)c(=O)n3C)cc1 (centres undefined)	4	7	0	-5	0
2	CCOCCCNC1=C(Cl)C(=O)c2ccccc2C1=O	9	-3	-1	-13	0
3	O=C(CCl)NCc1c(Cl)cccc1-n1cccc1	0	4	-1	-2	1
4	Cc1cc(-n2c(C)cc(C(=O)CSc3nc4ccccc4c(=O)n3Cc3ccco3)c2C)no1	6	-1	2	-3	0
5	CN1C(=O)Cc2cc(S(=O)(=O)NCc3c(F)cccc3Cl)ccc21	11	-3	-5	-11	1
6	O=C(Cn1c(=O)cnc2ccccc21)N1CCN(S(=O)(=O)c2ccc(F)cc2)CC1	13	8	-4	-15	2
7	COc1ccc(CCNc2ncnc3sc(C)cc23)cc1OC	-15	-11	3	41*	21
8	O=C(Nc1ccc(Cl)c(Cl)c1)c1csc(-c2ccccc2)n1	1	-5	0	-3	0
9	O=C1O[C@@H](c2ccccc2)C[C@@H](O)C(=O)CCCc2ccccc21	/	12	4	/	3
10	COc1cccc(C2=NOC(C(=O)Nc3cc(C)on3)C2)c1OC (centres undefined)	-1	5	1	-11	1
11	COc1ccccc1OCC(=O)NNC(=O)c1cnccn1	5	6	-1	1	1
12	CC(C)C[C@H]1CNC(=O)C(=O)N1C[C@H]1CCCN1C[C@H](CC(C)C)N1C[C@H](Cc2ccccc2)N(CC2CCCCC2)C(=O)C1=O	/	10	3	/	4
13	CCOC(=O)C1C(=O)NC(c2ccccc2)=NC1c1ccccc1 (centres undefined)	10	4	-3	-11	1
14	CS(=O)(=O)NCCOc1ccc(S(=O)(=O)N2CCCc3ccccc32)cc1	-4	-15	-2	-9	6
15	Cn1ccnc1SCC(=O)Nc1cccc(C(F)(F)F)c1	-7	-2	0	9	2

no.	CRFR2-BP ag	M5 PAM	CHRM4 antagonist	CHRM5 antagonist
1	-1.7	2	-7	-4
2	-1.0	8	1	-2
3	-0.3	0	1	2
4	68*	0	-7	-5
5	0.5	5	-5	-2
6	-0.9	-2	-10	10
7	0.4	-28	27*	37*
8	3.4	-4	11	8
9	/	9	-9	1
10	1.6	-5	3	6
11	-3.2	0	9	3
12	/	1	-17	-4
13	1.8	-2	-5	-12
14	-0.8	-9	6	18
15	0.5	-6	7	8

The list continues.
no.	compound	CHRM1 PAM	M4 PAM	CHRM5 agonist	CHRM1 antagonist	M4 ag
16	COc1cccc(/C=N/N2CCN(C)CC2)c1	5	2	-1	-9	0
17	Cc1nn(C(=O)N(C)C)c(C)c1CN1C(=O)c2ccccc2C1=O	3	2	-5	-5	3
18	CC(NC(=O)CSc1nc2c(c(C(F)(F)F)n1)CCc1ccccc1-2)c1ccccc1 (centres undefined)	2	-3	1	2	0
19	COc1ccc(C2=NS(=O)(=O)N(C)C(C(=O)NC3CCCC3)=C2)cc1	1	1	2	-7	6
20	CCOc1ccc(C(=O)Nc2cc(C)c3c(=O)oc4ccccc4c3n2)cc1	-2	-5	2	15	0
21	O=C(CSc1nnc2ccccn12)NC(=O)c1ccccc1	3	0	-1	-9	1
22	Cc1ccccc1-c1ccc2c(c1)O[C@@H](CN(C)C(=O)Nc1ccc(C(F)(F)F)cc1)[C@H](C)CN([C@@H](C)CO)S2(=O)=O	-11	-6	-1	15	2
23	CC1=NN(c2ccccc2)C(=O)/C1=C/C=C/c1ccccc1	8	-2	-3	-9	0
24	CCCN1CCN(CCCNC(=O)CCCn2nc(C)c3sc4ccccc4c3c2=O)CC1	8	1	-9	-9	0
25	NC(=O)c1ccc(NC(=O)COC(=O)CCN=C2NS(=O)(=O)c3ccccc32)cc1	0	4	4	3	0
26	O=S(=O)(c1ccc(SCc2ccc(Br)cc2)nc1)N1CCCCC1	1	9	3	3	1
27	CC1CN(Cc2nc3c(c(=O)n(C)c(=O)n3C)n2CCCO)CC(C)O1 (centres undefined)	4	0	1	-6	1
28	COc1ccccc1OCc1ccc(C(=O)Nc2ccccc2)cc1	3	5	-3	0	10
29	COCC(C)NCc1cc(Br)ccc1OC (centres undefined)	9	4	-4	-3	1
30	CCC(=O)N1c2ccc(S(=O)(=O)N3CCN(c4cc(C)ccc4C)CC3)cc2CC1C (centres undefined)	9	4	-6	-14	1

no.	CRFR2-BP ag	M5 PAM	CHRM4 antagonist	CHRM5 antagonist
16	-2.3	-2	4	12
17	-0.3	-1	-14	-1
18	-0.5	-5	-2	-2
19	-12	-6	-22	-3
20	2.5	1	-3	1
21	0.5	0	10	4
22	1.4	-2	-2	-1
23	-2.8	-1	4	-2
24	-0.3	2	-2	3
25	0.5	-6	5	11
26	1.6	-2	-8	0
27	0.1	1	-3	-6
28	-1.1	-4	-6	5
29	-3.6	6	-9	-1
30	0.2	-1	-10	0

(more compounds)
no.	compound	CHRM1 PAM	M4 PAM	CHRM5 agonist	CHRM1 antagonist	M4 ag
31	CSC1=C(C#N)C(c2ccc3c(c2)OCO3)C2=C(CCCC2=O)N1 (centres undefined)	-5	-1	-7	21	0
32	CC(C)=CCC[C@](C)(O[C@@H]1O[C@H](CO[C@@H]2O[C@H](CO)[C@@H](O)[C@H](O)[C@H]2O)[C@@H](O)[C@H](O)[C@H]1O)C1CC[C@]2(C)C1C(=O)CC1[C@@]3(C)CC[C@H](O[C@H]4O[C@@H](CO)[C@H](O)[C@@H](O)[C@@H]4O)C(C)(C)C3CC[C@]12C (some centres undefined)	0	2	2	5	0
33	O=C(CN1C(=O)c2ccccc2C1=O)NCCc1c[nH]c2ccccc12	3	-5	4	-7	2
34	O=C(CCn1nc(-c2ccc(Cl)cc2)ccc1=O)N1CCN(c2ccccc2)CC1	7	-8	-3	-14	6
35	COC(=O)N/N=C(\C)c1ccc2ccccc2c1OC(F)F	2	-3	-2	-12	1
36	CCOC(=O)c1[nH]c(C)c(C(=O)NCc2ccc(OC)cc2)c1C	-1	6	0	-1	1
37	O=C(CSC1=NS(=O)(=O)c2ccccc21)Nc1ccccc1	5	6	6	-11	9
38	O=C(Nc1ccc2c(c1)OCCO2)C1CCCN1C(=O)Nc1ccc(F)cc1 (centres undefined)	-1	8	0	8	3
39	COc1ccc(C(=O)OCC(=O)c2ccc3[nH]c(=O)[nH]c3c2)c(OC)c1OC	-3	2	4	-2	0
40	CCCCCOc1ccc(NC(=O)C(=O)NCCC2=CCCCC2)cc1	2	11	-1	-7	0
41	N#CC1=C(N)Oc2ccccc2C12C(=O)Nc1n[nH]c(-c3ccccc3)c12 (centres undefined)	9	8	0	-49	0
42	COc1cc(CN(C(=O)c2ccco2)C2CCS(=O)(=O)C2)cc(OC)c1OC (centres undefined)	0	-2	-3	4	1
43	COc1ccc([C@H]2C[C@@H](O)[C@H](n3cc(-c4ccc(F)cc4)nn3)CN2CC2CCCCC2)cc1	-2	5	1	-3	0
44	O=C(CCS(=O)(=O)c1ccc2c(c1)NC(=O)CS2)NCc1cccs1	1	1	-4	-6	1
45	O=C(/C=C/c1ccc(Br)o1)Nc1nccs1	9	8	0	-12	2

no.	CRFR2-BP ag	M5 PAM	CHRM4 antagonist	CHRM5 antagonist
31	0.9	-3	2	11
32	-1.8	8	5	4
33	0.2	-4	4	6
34	-0.4	-4	10	7
35	-2.2	3	-8	-9
36	0.3	2	-13	-6
37	0.3	1	-2	1
38	-1.2	-3	-5	11
39	-0.3	4	11	1
40	-0.1	-1	-6	-5
41	-0.4	-1	-8	-10
42	-0.7	4	4	1
43	2.4	2	-13	-9
44	4.3	-5	-9	10
45	3.9	13	-13	-16

Carrying on.
no.	compound	CHRM1 PAM	M4 PAM	CHRM5 agonist	CHRM1 antagonist	M4 ag
46	Cc1nnc(SCC(=O)N/N=C/c2cc(Cl)c(O)c(Cl)c2)s1	-10	-2	0	7	1
47	CCCNC(=O)C1CN(S(=O)(=O)c2ccc(C)cc2)c2ccccc2O1 (centres undefined)	6	2	-3	-13	2
48	COc1ccc(CCNC(=O)N[C@@H](Cc2ccccc2)C(=O)O)cc1	-1	7	-3	1	1
49	COCCn1c(SCC(=O)NCc2ccc3c(c2)OCO3)nnc1-c1c[nH]c2ccccc12	-3	-3	-1	4	1
50	O=C(CSc1nnc(-c2ccco2)n1Cc1ccco1)NCc1cccs1	10	2	-2	-10	1
51	CCCCN(C)C(=O)c1cc2cc([N+](=O)[O-])cc(OC)c2oc1=O	7	-4	5	-2	2
52	CC(C)(C)c1ccc(OCC(=O)NNC(=O)Cc2cccs2)cc1	1	2	-2	-1	1
53	CCN1CCC(n2nccc2NC(=O)c2ccccc2Cl)CC1	6	7	-5	-13	1
54	COc1cccc(C(=O)Nc2c(C)n[nH]c2C)c1	4	16	1	-6	1

no.	CRFR2-BP ag	M5 PAM	CHRM4 antagonist	CHRM5 antagonist
46	-2.4	0	-7	-2
47	-1.4	3	-15	-1
48	-1.1	-4	-11	5
49	3.2	-8	-7	5
50	-1.6	2	0	-1
51	-1.4	3	-2	9
52	-1.7	1	-2	3
53	1.3	10	-9	-4
54	4.0	-3	0	7
